Screening data from PubChem.
Autophagy HCS – autophagy modulation, high-content screen. MEF GFP-LC3 puncta imaging; test concentration mostly 10 µM. calls only at 10 µM (by protocol). hit rate 0.98% among 190,000. AID 463193;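 active = percentage of spot-positive cells more than 3 SD above its plate mean, without a fluorescence outlier flag or 80% toxicity; inconclusive = no clear call, values can overlap the other calls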;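 also: spot-positive cell cutoff set from DMSO-treated cells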
Yfh1-off respiration – enhancers of respiration in Yfh1-depleted yeast, dose response, Friedreich's ataxia, plus single-dose screen (AID 1465); S. cerevisiae Yfh1-off respiration, WST-1 reduction, 72 h; higher fold induction means a stronger effect; one-dose fold induction at 50 µM; EC50 in µM for titrated hits; hit rate 0.074% among 220,000;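 active = fold induction of absorbance versus untreated yeast above a set limit, then at least 30% activation at any dose in follow-up; inconclusive = repeats straddling the limit, or above it without dose testing; inactive = fold induction below the set limit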;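 also: activators that raise dye reduction in frataxin-depleted yeast; strong numbers were not always called active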
HIV fusion peptide – inhibitors of HIV fusion peptide binding, primary screen, biochemical, uHTS, fluorescence dequenching (AID 1986); cell-free peptide binding, fluorescence dequenching, 30 min; higher % means a stronger effect; inhibition, % at 20 µM; hits with a dose series show IC50 in µM; hit rate 0.3% among 290,000; in the data active = inhibition mostly above about 52%, no sharp cut-off; inactive = mostly below about 76%; also: some results filed as inactive read as strong as hits
Dynein cargo inh – blocks dynein driven cargo transport along microtubules. 3617.4 mouse cells, GR-EGFP nuclear translocation imaging; test concentration mostly 20 µM; stimulated with dexamethasone, 1 µM; stronger effect = lower value. z-score, hits read low. hit rate 0.47% among 220,000;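 active = plate z-score of nuclear minus cytoplasmic receptor signal below a set negative limit, without overly bright fluorescence or cell loss, cut at about -3.5 in these data, passing the limit was not always enough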;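 also: z-score of nuclear minus cytoplasmic ring GR-EGFP intensity difference per well; some compounds called inactive have numbers as strong as hits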
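Buffer or medium: tet-free, stripped-serum medium; reagent: dexamethasone at 1.0 µM final, 30 min; incubation: 48 h induction, 1 h compound, 30 min dex at 37 °C; measured by: formaldehyde fixation, Hoechst nuclear stain, 10x automated fluorescence imaging; read-out: nuclear-to-cytoplasmic GR-EGFP distribution per well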
Insulin prom up – MIN6 insulin promoter up-regulation. MIN6 insulin promoter-GFP reporter, high-content imaging; stronger effect = higher value. hit rate 0.3% among 190,000. z-score at 5 µM;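 active = z-score above 3 at 5 µM with at least 500 cells counted in the well; inconclusive = wells under 500 cells, flagged as cytotoxic or low count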
MT stabilize HCS – microtubule stabilization, imaging screen; % tubulin-high responders, % at 10 µM; HeLa tubulin immunostaining HCS, 24 h; share of cells brighter than vehicle mean+2SD; hit rate 0.83% among 200,000;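 active = plate Z-score above 3 for both tubulin-high and condensed-nucleus cell shares, with cell loss under 80%, at 10 µM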;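 also: anti alpha tubulin signal scored within the nucleus-defined area of each cell; some results filed as inactive read as strong as hits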
AID2073 – disruptors of CaV2.2 binding to Mint1 – biochemical, HTRF (AID 2073). inhibition, % at 20 µM, or IC50 in µM where a hit was titrated. HTRF protein-protein interaction, Mint1-CaV2.2; higher % means a stronger effect. hit rate 0.19% among 290,000; in the data active = inhibition mostly above about 51%, no sharp cut-off; inconclusive = no clear call, values can overlap the other calls; inactive = mostly below about 53%; also: some results filed as inactive read as strong as hits
WT yeast gro inh – growth inhibition of WT yeast, mitochondrial fusion screen; mitochondrial fusion phenotypic screen, WT strain; inhibition, % at 10 µM; hit rate 2.1% among 190,000; AID 1362; in the data active = inhibition above about 58%; tested in S. cerevisiae
bCat nuc transl – beta-catenin nuclear translocation modulation | HeLa beta-catenin nuclear translocation, immunofluorescence imaging | nuclear translocation activity, % at 5 µM | hit rate 0.3% among 190,000 | AID 1665;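 active = nuclear translocation activity above 50% at 5 µM, with a well cell count of 50 or more; inconclusive = wells under 50 cells across six images, flagged as toxic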;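 also: per-cell ratio of nuclear to cytoplasmic median beta-catenin stain intensity; plate controls were DMSO negative control for no effect and GSK-3 inhibitor IX positive control for full effect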
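test system = HeLa cells, endogenous beta-catenin | dosing = single 5 µM dose plus 0.02–20 µM confirmation series | times = compound treatment 24 h, 37°C, 5% CO2 | technique = beta-catenin immunofluorescence imaging with DAPI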
WT yeast gro inh mutant strain – also measured in WT yeast gro inh; calls as there; inhibition, %; mitochondrial fusion phenotypic screen, mutant strain inhibition
Dynein cargo inh cytoplasmic EGFP – second read-out of Dynein cargo inh, no call of its own (marks repeat the call); z-score; measured here: cytoplasmic GR-EGFP intensity; stronger effect = higher value
Dynein cargo inh nuclear GR-EGFP – further read-out of Dynein cargo inh, marked with its call; z-score; measured here: nuclear GR-EGFP intensity;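 lower value marks the stronger effect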
Dynein cargo inh cell count – further read-out of Dynein cargo inh, marked with its call; z-score; measured here: cell count per field
Insulin prom up cell count – further read-out of Insulin prom up, marked with its call; cell count; measured here: cytotoxicity, nuclei count;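 total cells summed across four imaged fields per well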
bCat nuc transl cell count 5 µM – recorded beside bCat nuc transl, whose call it bears; cell count; measured here: cell count, cytotoxicity flag
MT stabilize HCS Hoechst-high % – further read-out of MT stabilize HCS, marked with its call; % Hoechst-high responders; measured here: nuclear condensation Hoechst responders;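 share of cells brighter than vehicle mean plus two SD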
MT stabilize HCS cytotoxicity % – further read-out of MT stabilize HCS, marked with its call; toxicity, %; measured here: cytotoxicity by cell density;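 0% = mean cell density of plate MIN control wells and 100% = no cells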
Autophagy HCS cell loss 18 h – further read-out of Autophagy HCS, marked with its call; toxicity, %; measured here: cell loss, nuclei count;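 cell loss after 18 h compound exposure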
* hit, by the source's call; i = inactive; ? = inconclusive; · = no result given.

Values run as follows: Autophagy HCS	Autophagy HCS cell loss 18 h	Yfh1-off respiration	HIV fusion peptide	Dynein cargo inh	Dynein cargo inh cytoplasmic EGFP	Dynein cargo inh nuclear GR-EGFP	Dynein cargo inh cell count	Insulin prom up	Insulin prom up cell count	MT stabilize HCS	MT stabilize HCS Hoechst-high %	MT stabilize HCS cytotoxicity %	AID2073	WT yeast gro inh	WT yeast gro inh mutant strain	bCat nuc transl	bCat nuc transl cell count 5 µM
[1] CCC(C)[C@H](NC(=O)NCc1ccco1)C(=O)O (stereo partly drawn)
    i	-5.4	i	-1.9%	-0.476	-0.224	-0.03	0.485	0.85	1164	4.0	2.4	7.1	-2.6%	26.4	26.8	-3.0	975
[2] CCOC(=O)c1cnc(Nc2nc3ccccc3o2)nc1CSc1ncccn1
    i	-5.3	i	·	-0.406	-0.279	-0.317	0.307	·	·	2.6	2.0	3.2	·	·	·	·	·
[3] O=c1c(-c2ccco2)[n+]([O-])c2ccccc2n1OCc1c(F)cccc1F
    ·	·	i	10.0%	-0.785	-0.264	0.188	0.246	0.04	1099	·	·	·	4.2%	·	·	-0.2	1317
[4] CCC1(C(=O)O)NC(c2cc(OC)ccc2O)C2C(=O)N(Cc3ccccc3)C(=O)C21 (stereo not drawn)
    ·	·	i	-1.6%	0.059	-0.105	0.0634	-0.206	-0.44	810	3.7	2.3	7.5	-4.1%	4.1	-4.0	·	·
[5] O=C(c1cnn2c(C(F)(F)F)cc(-c3ccc4c(c3)OCO4)nc12)N1CCCC1
    i	-0.8	i	-1.5%	-0.815	-0.239	-0.157	0.39	0.17	1153	3.4	3.0	8.1	7.0%	-2.1	-0.7	-5.0	905
[6] Cc1cccc(N2CCN(C(=O)CCN3C(=S)NC(C)(C)CC3C)CC2)c1C (stereo not drawn)
    i	22.9	i	1.1%	1.42	-0.322	0.915	-0.92	-0.92	1248	3.5	2.8	9.2	-14.9%	12.7	11.0	0.4	1047
[7] COCCNC(=O)c1onc(CSc2cc(C)ccc2C)c1C(=O)O
    i	-23.8	i	-3.1%	-0.0925	-0.229	0.371	0.827	0.52	1492	2.4	1.3	5.9	-5.8%	-7.7	-6.1	-0.3	1372
[8] CCOC(=O)c1cnc2ccc(Br)cc2c1NCC(C)O (stereo not drawn)
    ·	·	·	-0.5%	·	·	·	·	1.28	1100	·	·	·	11.4%	11.4	-7.5	-7.2	969
[9] Cn1cc(/C=C(\C(=O)O)C(C(=O)O)=C2CCCCC2)c2ccccc21
    i	13.5	i	11.9%	-0.54	-0.314	-0.164	0.317	-0.55	1376	2.6	1.8	6.2	4.8%	-4.3	3.2	-0.1	1529
[10] CCCCN(C)S(=O)(=O)c1ccc(C(=O)Nc2nnc(CSC)o2)cc1
    i	-5.5	i	8.3%	-0.678	-0.242	-0.321	0.13	1.01	1548	4.2	2.2	1.4	-0.2%	15.2	8.5	-0.7	1440
[11] c1ccc2c(c1)oc1c(Nc3ccc(CN4CCOCC4)cc3)ncnc12
    i	-2.8	i	-1.1%	-0.492	-0.21	-0.184	0.582	-1.16	880	3.4	2.7	29.8	17.1%	-18.6	10.4	-2.1	1198
[12] O=C(NCCNc1ccc([N+](=O)[O-])cc1C(F)(F)F)c1ccccc1F
    i	5.8	i	-2.9%	-0.293	-0.2	-0.378	0.0452	-0.59	1597	1.2	1.2	7.5	-7.9%	-0.4	-29.1	-0.8	1263
[13] O=C(C1=NNC2C(=O)N(c3ccccc3)C(=O)C12)c1nc(Cl)ccc1Cl (stereo not drawn)
    i	-13.2	i	1.5%	-0.892	-0.284	-0.736	0.904	0.22	1346	3.7	2.5	4.0	2.9%	-8.2	-1.5	-1.5	571
[14] Brc1cccc(OCCCN2CCCCCC2)c1
    i	-9.0	i	0.1%	-0.865	-0.251	-0.127	0.406	·	·	5.9	3.2	5.7	4.8%	-7.9	27.1	4.5	816
[15] Cc1cc(NC(=O)c2ccccc2Cl)n(C(C)(C)C)n1
    ·	·	i	1.2%	0.505	-0.213	0.245	-0.903	-0.4	1285	·	·	·	8.6%	·	·	-2.9	1226
[16] CC(=O)N1Cc2cc(N)ccc2Oc2ccccc21
    i	-10.5	i	-4.2%	1.21	-0.138	0.939	-2.33	-0.39	1329	2.3	2.6	7.6	0.0%	-10.3	0.4	0.2	1142
[17] C/C(CC(=O)Nc1ccc(Cl)cc1)=N\NC(=O)C(=O)NCCO
    i	-3.4	i	0.2%	-0.185	-0.243	-0.0917	0.591	0.07	1342	4.9	2.4	10.0	4.8%	-8.5	-0.1	1.4	1059
[18] COc1ccc(CCn2ccc(O)c(Cc3ccc(Cl)cc3)c2=O)cc1OC
    i	15.4	i	1.1%	0.394	-0.293	0.84	-0.415	-0.17	1627	4.7	2.4	17.5	-1.8%	-0.5	-11.2	-3.7	1132
[19] O=C(Nc1cccc(Br)c1)c1ccn[nH]1
    i	7.5	i	16.9%	-0.238	0.259	0.212	-0.138	-0.77	1159	5.2	0.9	13.7	-6.0%	·	·	8.7	991
[20] CC1CCN(C(=S)NC(=O)c2ccccc2)CC1
    i	7.2	i	1.8%	-0.803	-0.264	-0.288	0.99	0.24	1012	1.4	1.4	1.4	-13.9%	0.7	12.4	·	·
[21] COc1cc(C)c(C(C)C)cc1S(=O)(=O)n1cnc(C)c1
    i	18.2	i	1.6%	-1.55	-0.206	-0.366	0.698	0.39	1318	14.2*	67.7*	35.5*	?	8.9	3.9	93.1*	312*
[22] CCOC(=O)c1csc(-c2sccc2Br)n1
    ·	·	i	-0.9%	-0.168	-0.116	-0.108	-0.0685	-0.14	1460	·	·	·	23.4%	·	·	-2.3	1208
[23] O=C(NCC(=O)N(CCN1CCOCC1)C(C(=O)NC1CCCC1)c1cccnc1)c1cccs1 (stereo not drawn)
    i	1.1	i	0.4%	-0.49	-0.232	0.269	0.728	-0.15	1216	3.3	2.3	10.4	-1.8%	-4.1	-15.8	-1.2	555
[24] O=C(c1cc2ccccc2oc1=O)N(Cc1ccco1)Cc1cccs1
    i	7.6	i	-0.8%	0.124	-0.225	0.0334	0.107	-0.53	1227	2.3	2.7	10.8	9.5%	3.2	12.4	-3.5	1188
[25] COc1ccc2[nH]c3c(=S)nc[nH]c3c2c1
    i	-3.4	i	-1.6%	0.371	-0.0435	0.349	-2.19	1.31	1521	3.5	3.7	1.1	13.5%	-6.7	-9.2	-0.5	1040
[26] CC1CC(=O)Nc2ccccc2N1S(=O)(=O)c1cccc(F)c1 (stereo not drawn)
    ·	·	i	-0.5%	-0.335	-0.212	-0.282	-0.284	-0.77	1052	·	·	·	7.1%	·	·	0.3	1325
[27] Cc1[nH]n(CCC#N)c(=O)c1CC(=O)N1CCN(c2ccccc2)CC1
    i	35.3	i	1.5%	0.915	-0.195	0.633	-0.869	1.17	1336	2.3	3.1	10.8	-2.3%	-24.4	22.2	-6.6	1019
[28] CCCCN(C)/C=N/c1c(C#N)cnn1-c1ccc(C)cc1
    i	3.0	i	-3.0%	0.662	-0.215	0.442	-0.847	-0.66	1441	2.4	2.0	4.6	2.7%	32.9	-14.7	-0.4	1346
[29] CC1CCN(S(=O)(=O)N2CCC(C(=O)NCCN3CCOCC3)CC2)CC1
    i	-1.6	i	-2.5%	1.07	0.0763	0.428	-0.789	0.64	814	2.4	1.2	19.4	-9.9%	0.4	-12.7	0.5	1083
[30] O=C(NC1CCCCC1)C1CC(=O)N(CCc2ccccc2)C1 (stereo not drawn)
    i	37.8	i	4.8%	0.526	-0.0826	0.502	1.05	0.27	854	2.1	1.1	6.8	-2.8%	7.3	7.3	·	·
[31] O=C1N=c2ccccc2=C1c1sc(NS(=O)(=O)Cc2ccccc2)nc1O
    ·	·	i	46.5%	-0.843	-0.293	-0.0468	0.614	0.02	996	·	·	·	15.6%	·	·	-1.2	1324
[32] NS(=O)(=O)c1ccc(NC(=O)COC(=O)CCc2ccc(S(=O)(=O)N3CCOCC3)cc2)cc1
    ·	·	i	-1.5%	-0.749	-0.000717	-0.286	0.775	0.67	1437	·	·	·	-3.4%	·	·	-1.2	1160
[33] CCCCOc1cccc(NC(=O)CSc2nncn2C)c1
    i	-6.9	i	1.8%	1.43	-0.173	0.837	-0.694	0.68	1192	3.1	3.0	12.3	10.9%	0.7	-4.0	-3.6	579
